Giardia FBPA inh: Giardia lamblia aldolase inhibition; A8B2U2; Potency, µM (titrated, usually from 59.6 µM), without a hit: at the top dose activity, negative = inhibition, hits mostly inhibitors; AID 2451; purified Giardia FBPA; 290,000 compounds, 0.71% hits; note: potency is the fitted concentration of half-maximal effect; nearly all actives have a fitted effect of over 55% in size
Target sequence (A8B2U2 whole entry, looked up): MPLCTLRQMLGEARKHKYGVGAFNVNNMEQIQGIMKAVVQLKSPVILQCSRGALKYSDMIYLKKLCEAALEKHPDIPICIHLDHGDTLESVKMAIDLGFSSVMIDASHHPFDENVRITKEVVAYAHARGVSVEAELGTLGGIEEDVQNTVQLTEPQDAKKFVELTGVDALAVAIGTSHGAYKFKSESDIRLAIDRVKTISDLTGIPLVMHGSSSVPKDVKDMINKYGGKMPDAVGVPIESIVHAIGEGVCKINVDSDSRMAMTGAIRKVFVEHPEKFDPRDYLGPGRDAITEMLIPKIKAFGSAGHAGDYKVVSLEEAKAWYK
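40 nM FBPA preincubated 10 min at RT with compound (up to 57.5 uM final), then substrate plus GAPDH/TPI/NAD/arsenate coupling and diaphorase/resazurin added. Fluorescence read after 20 min at RT, 525/598 nm.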
AmpC inh detg: blocks E. coli AmpC beta-lactamase in detergent assay; P00811; AmpC hydrolysis of nitrocefin, absorbance 480 nm, 0.01% Triton; Potency, µM (doses to about 114 µM), inactives show top-dose activity change, negative = inhibition, most hits filed as inhibitors; 370,000 compounds, 0.041% hits;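 note: potency is the fitted concentration of half-maximal effect; 0% = no-compound wells and -100% = no-enzyme wells; nearly all actives have a fitted effect of over 25% in size; some results filed as inactive show a strong effect at the top dose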
Target sequence (P00811 whole entry, looked up): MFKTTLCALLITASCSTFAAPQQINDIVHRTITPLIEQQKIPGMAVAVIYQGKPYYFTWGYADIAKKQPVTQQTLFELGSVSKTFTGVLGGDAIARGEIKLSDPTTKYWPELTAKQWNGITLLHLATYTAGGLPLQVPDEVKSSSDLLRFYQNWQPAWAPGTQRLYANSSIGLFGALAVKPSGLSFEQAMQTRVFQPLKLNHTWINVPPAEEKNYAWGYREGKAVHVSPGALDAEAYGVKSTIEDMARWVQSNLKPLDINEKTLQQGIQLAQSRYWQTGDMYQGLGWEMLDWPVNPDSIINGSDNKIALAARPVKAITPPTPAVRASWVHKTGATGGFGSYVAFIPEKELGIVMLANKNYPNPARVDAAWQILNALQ
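20 mM phosphate pH 7.0 + 0.01% (detergent screen) or 0.0001% Triton X-100; 5.3 nM AmpC reagent; cpd preinc 15 min RT; nitrocefin (800 uM stock) to start; A480 q20 s × 4 min; Activity was normalised to no-enzyme and no-compound control wells.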
Sm TGR inh: S. mansoni TGR enzyme inhibition. 360,000 compounds, 3% hits. Potency, µM (highest dose often 114 µM), for inactives: top-dose activity change, negative = inhibition, actives largely listed as inhibitors. purified TGR, DTNB reduction, TNB absorbance 405 nm. AID 485364. Q962Y6; note: potency is the fitted concentration of half-maximal effect; nearly all actives have a fitted effect of over 60% in size
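Kinetic colorimetric format: TGR-catalysed, NADPH-driven DTNB reduction monitored via TNB absorbance. Enzyme dispensed at 20 nM; compound exposure 15 min at room temperature before reaction start.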
AmpC no deterg: blocks E. coli AmpC beta-lactamase in detergent-free assay; P00811; AmpC nitrocefin hydrolysis, absorbance 480 nm, 0.0001% Triton; Potency, µM (highest dose often 57.1 µM), inactives show at the highest dose activity change, negative = inhibition, most hits filed as inhibitors; 330,000 compounds, 0.52% hits; AID 485341;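 note: potency is the fitted concentration of half-maximal effect; plate controls were no compound for no effect and no enzyme for full effect; nearly all actives have a fitted effect of over 20% in size; some results filed as inactive show a strong effect at the top dose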
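AmpC (5.3 nM in the dispensed reagent) in 20 mM phosphate pH 7.0 with 0.01% (detergent screen) or 0.0001% Triton X-100 was preincubated with compounds for 15 min at room temperature. Nitrocefin was then added from an 800 uM solution, and hydrolysis was followed at 480 nm.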
AMA1-RON2 inh: inhibitors of Plasmodium falciparum AMA1-RON2 interaction; AID 720542; Potency, µM (top dose mostly 58.2 µM), for inactives: top-dose activity change, negative = inhibition, most hits filed as inhibitors; AlphaScreen AMA1-biotinylated RON2 peptide binding; 360,000 compounds, 0.2% hits;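 note: potency is the fitted concentration of half-maximal effect; 0% = vehicle wells and -100% = peptide control; nearly all actives have a fitted effect of over 45% in size; some results filed as inactive show a strong effect at the top dose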
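AMA1 (3D7) with his tag at 25 nM final met compounds first, then biotinylated RON2 peptide at 25 nM; detection used donor plus acceptor beads, 10 µg/mL apiece, read by AlphaScreen after 30 min at room temperature.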
HCMV antiviral: human cytomegalovirus inhibition; HFF cells, HCMV-luciferase reporter, 72 h; active compounds read low; activity change, negative = inhibition, % at 57.5 µM; 410,000 compounds, 4.5% hits; in the data active = activity change below about -60%; inconclusive = no clear call, values can overlap the other calls; inactive = above about -39%
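Inhibition of viral replication was scored as loss of reporter luminescence in HFFs infected with HCMV-luciferase (MOI 1 PFU/cell) for 72 h; compounds tested at 2 doses, normalized to buffer and Salinomycin controls.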
Numbers without * were called inactive; ? = inconclusive; nt = no result given; & = joins results of further samples; [ ] = remark or other dose. Unless noted, calls come from the whole dose curve; as a rule, active = well fitted curve in the direction sought with a large enough effect; inconclusive = small, poorly fitted or top-dose-only effect, or another doubt; inactive = no such curve, though single readings can be large; an effect the other way counts as inactive or inconclusive. Unless noted, % is set by controls: 0 for no effect and ±100 for the full control effect.

Second line of a record – AmpC no deterg, Sm TGR inh, AMA1-RON2 inh, Giardia FBPA inh, AmpC inh detg, HCMV antiviral
(1) COc1ccc(S(=O)(=O)N2CCN(C(=O)Cc3cccs3)CC2)cc1
    -34.7%, -1.5%, 3.7%, 5.4%, -0.9%, -30.2
(2) NC(=O)C1(NC(=O)[C@@H]2CC3(CC(c4cccc(NC(=O)c5cc([N+](=O)[O-])cc([N+](=O)[O-])c5)c4)=NO3)CN2C(=O)c2ccccc2)CC1 (stereo partly drawn)
    139.1%[activator], -15.6%, -13.2%, -10.0%, -6.3%, 15.4
(3) CCNC(=O)c1c(O)c2cccc3c2n(c1=O)CC3
    -25.3%, -9.7%, 3.7%, 6.2%, -11.8%, 16.0
(4) Cc1ccc(C2=NN(C(=O)CN3C(=O)c4ccccc4S3(=O)=O)C(c3ccco3)C2)cc1 (stereo not drawn)
    -32.4%, -30.1%, -1.8%, 0.9%, -18.7%, 8.9
(5) Cc1ccc(NC(=O)C(C)OC(=O)c2ccc(NC(=O)CC#N)cc2)cc1S(=O)(=O)N1CCOCC1 (stereo not drawn)
    -34.5%, 3.7%, -8.8%, nt, ?, 5.5
(6) CC(=O)Nc1ccc(SCC(=O)c2c(N)n(Cc3ccccc3)c(=O)n(C)c2=O)cc1
    -10.2%, -6.6%, -7.2%, 0.2%, 0.9%, -20.4
(7) C=CCNC(=O)COC(=O)C1CCN(S(=O)(=O)c2ccc3c(c2)OCCO3)CC1
    -6.0%, -16.9%, -5.1%, nt, -3.1%, 5.9
(8) CCC(=O)N1CCCc2cc(S(=O)(=O)N3CCC(C(=O)Nc4ccc(F)c(F)c4)CC3)ccc21
    nt, 4.4%, nt, nt, -3.2%, -30.2
(9) CCOC(=O)c1cc(OC(=O)c2ccccc2F)n(-c2ccccc2)n1
    nt, 6.5%, nt, nt, 12.3%, 11.4
(10) COc1cc(C(=O)Nc2nnc(SC)s2)c([N+](=O)[O-])cc1OC
    -35.3%, 0.1%, 4.7%, -10.5%, ?, -7.0
(11) O=c1cc(-c2ccccc2)n2c(SCc3ccccc3)nnc2[nH]1
    nt, -4.1%, nt, nt, -3.6%, ?
(12) Cc1cccc(C(=O)N/N=C/c2coc3ccccc3c2=O)c1
    -16.5%, -41.8%, 117.3%[activator], 5.6%, ?, 17.5
(13) COc1ccc2c3c1OC1C(O)C=CC4C(C2)[N+](C)(C)CCC341 (stereo not drawn)
    ?, -26.3%, -7.2%, -27.8%, 39.8µM*, -16.5
(14) N#CC1=C(N)N(c2ccc(Oc3ccccc3)cc2)C(=O)C1
    -41.3%, 0.2%, 17.8%, -14.7%, ?, -30.5
(15) Cc1cc(C)nc(Nc2ccccc2Cl)n1
    -15.2%, -20.3%, -19.0%, ?, -14.5%, ?
(16) COc1ccc(-c2cc3nc(C)c(CCC(=O)NCCc4ccc(Cl)cc4)c(C)n3n2)c(OC)c1
    nt, -0.4%, nt, nt, 16.0%, 6.7
(17) COc1ccc(C)cc1NC(=O)CCc1c(C)nn(-c2ccc(N3CCCCC3)nn2)c1C
    142.4%[activator], 4.3%&-2.3%, 18.0%, 8.6%, 0.3%&4.4%, 33.2&60.7
(18) CC(C)n1c(NCCc2ccccc2)nc2c1c(=O)n(C)c(=O)n2C
    -18.2%, -13.9%, 2.6%, -4.5%, ?, -87.4*
(19) COc1ccccc1NC(=O)c1cnc2n(c1=O)CCS2
    -13.0%, -23.9%, 9.4%, 0.7%, ?, 18.7
(20) CC1CCCN(C(=O)Cn2nnc(-c3ccccc3F)n2)C1 (stereo not drawn)
    -0.5%, 0.0%, 9.9%, -4.4%, 5.9%, 45.0
(21) O=C(Nc1nc(-c2ccc(Br)cc2)ns1)c1ccc(F)cc1
    nt, -3.0%, nt, nt, 19.3%, -6.1
(22) Cc1ccc(S(=O)(=O)NC(=O)c2cc(C)n(-c3ccc(N(C)C)cc3)c2C)cc1
    -22.7%, -2.2%, -12.4%, 23.6%, -3.9%, -0.1
(23) COc1ccc(NC2=C(Cl)C(=O)N(c3ccccc3)C2=O)c(OC)c1
    -17.9%, 5.62µM*, -0.5%, -20.7%, 0.3%, -31.4
(24) COc1cc(C2NC(=S)NC(O)(C(F)(F)F)C2C(=O)c2cccs2)cc(OC)c1O (stereo not drawn)
    -32.5%, -5.2%, -12.1%, -8.0%, 14.0%, ?
(25) CNC(=O)c1sc(Nc2ccc(OCc3ccccc3)cc2)nc1C
    96.5%[activator], -19.4%, -16.2%, -9.6%, -4.0%, -38.4
(26) Cc1[nH]n(-c2ccc(Cl)cc2)c(=O)c1/C=N/c1nnc(-c2ccccc2)s1
    -15.8%, -1.1%, 5.5%, 13.1%, -10.9%, 9.0
(27) CC(C)CCNC(=O)c1ccc2nc(CCc3ccccc3)oc2c1
    nt, 0.8%, nt, nt, 21.2%, 19.1
(28) O=C(O)c1ccc2c(c1)C(=O)N(c1cccc(S(=O)(=O)Nc3cccc(C(F)(F)F)c3)c1)C2=O
    -31.1%, 22.4%, -11.9%, 13.0%, -2.2%, -9.7
(29) COc1cccc(C(=O)NC(C)c2ccc(-c3ccccc3)cc2)c1OC (stereo not drawn)
    0.4%, 0.3%, -4.4%, 14.0%, ?, 87.5
(30) CN1CCN(C(=S)C(=O)Nc2ccccc2)CC1
    -20.4%, 2.7%, 13.4%, 0.4%, -2.5%, -29.4
(31) COc1ccccc1-c1noc(-c2ccccc2C(=O)Nc2ccccc2)n1
    -9.8%, -5.7%, -0.2%, 1.1%, ?, 8.8
(32) COC(=O)/C(C#N)=C/c1c(N2CCN(c3ccccc3)CC2)nc2ccccn2c1=O
    57.9%, 2.1%, -28.0%, -21.3%, -10.5%, nt
(33) Clc1cc(Cl)c(Cl)c(Cl)c1Cl
    -8.1%, 0.2%, 5.6%, nt, 2.8%, -8.2
(34) Cc1cc(C)c(S(=O)(=O)Nc2ccncc2)cc1C
    -12.4%, -16.9%, -3.4%, -3.0%, -6.6%, 16.4
(35) O=C(Nc1ccc(Cc2ccc(NC(=O)C3CC3)cc2)cc1)C1CC1
    -1.7%, -8.5%, 3.4%, -0.1%, ?, -23.2
(36) CS(=O)(=O)N(Cc1cccc(CN(C(C(=O)O)c2ccccc2)S(C)(=O)=O)c1)C(C(=O)O)c1ccccc1 (stereo not drawn)
    -25.8%, 5.01µM*, -9.0%, -7.6%, -9.7%, 20.7
(37) Cn1c(CCc2ccccc2)n[nH]c1=S
    -13.8%, 17.5%, 8.6%, -15.1%, 6.0%, -20.3
(38) Cc1ccc2nc(SCC(=O)Nc3cccc(F)c3)nc(=O)n2c1
    -18.3%, 4.9%, 0.5%, nt, 0.3%, -27.2
(39) O=C(N/N=C/c1c(F)cccc1Cl)C(=O)N1CCCCCC1
    -18.3%, -7.3%, -9.3%, nt, -1.3%, -31.5
(40) CCN(CC)S(=O)(=O)c1cc(-c2ccc(=O)n(C(C)C(=O)Nc3cccc(C#N)c3)n2)ccc1C (stereo not drawn)
    nt, -7.5%, nt, nt, -2.3%, -12.4
(41) O=C(Cn1cc(C(=O)c2ccco2)c2ccccc21)NC1CCCC1
    -22.4%, 12.0%, -0.5%, 1.1%, 5.2%, 57.2
(42) COc1ccc(NC(C)=O)cc1S(=O)(=O)Nc1ccccc1C(=O)NCCc1ccccc1
    -11.4%, 7.8%, 15.5%, nt, -5.1%, 26.6
(43) Cc1cccc(S(=O)(=O)NC2CCCCCCC2)c1
    -30.5%, -4.8%, -3.7%, 4.3%, -8.3%, -19.8
(44) S=c1[nH]ccn1Cc1ccccc1
    -8.8%, -6.7%, 15.9%, -29.1%, ?, ?
(45) COC(=O)c1c(SC)nc2ccccc2c1OCc1ccc(Cl)cc1
    nt, -0.8%, nt, nt, -6.0%, -22.5
(46) COc1ccc(C(C)=O)cc1COC(=O)c1ccc2c(c1)OCO2
    -24.5%, ?, 0.8%, -0.1%, -11.0%, 22.4
(47) C#CCOc1nc(C)cc(C)c1S(=O)(=O)c1ccccc1C
    -2.9%, 7.2%, -4.6%, -19.2%, -13.5%, -35.7
(48) CCOC(=O)c1ccc(NC(=O)N2CCN(Cc3cccc(F)c3)CC2)cc1
    30.3%, 2.7%, 20.2%, 8.2%, -3.6%, -7.2
(49) Cc1cc(C)c2oc(-c3cccc(NC(=O)c4ccc(F)cc4)c3)nc2c1
    -4.4%, -3.3%, -4.1%, 0.4%, -2.2%, ?
(50) COc1ccc(-c2cccc(C(=O)Nc3ccccc3C)c2)cc1
    -43.3%, 1.4%, -15.8%, -0.4%, -14.4%, ?

An excerpt from above in order of formula weight, smallest number first.
Second line of a record – AmpC no deterg, Sm TGR inh, AMA1-RON2 inh, Giardia FBPA inh, AmpC inh detg, HCMV antiviral
(50) COc1ccc(-c2cccc(C(=O)Nc3ccccc3C)c2)cc1
    -43.3%, 1.4%, -15.8%, -0.4%, -14.4%, ?
(46) COc1ccc(C(C)=O)cc1COC(=O)c1ccc2c(c1)OCO2
    -24.5%, ?, 0.8%, -0.1%, -11.0%, 22.4
(41) O=C(Cn1cc(C(=O)c2ccco2)c2ccccc21)NC1CCCC1
    -22.4%, 12.0%, -0.5%, 1.1%, 5.2%, 57.2

Some values from the entries so far.
Value for entry 43 in HCMV antiviral: -19.8
Value for entry 45 in AmpC inh detg: -6.0%
Value for entry 44 in AMA1-RON2 inh: 15.9%
Value for entry 41 in AmpC inh detg: 5.2%

Next section
Second line of a record – AmpC no deterg, Sm TGR inh, AMA1-RON2 inh, Giardia FBPA inh, AmpC inh detg, HCMV antiviral
(51) CCOc1ccc(-c2nnc(NC(=O)c3ccc(OCC(C)C)c(OC)c3)o2)cc1
    -8.0%, 0.9%, 133.4%[activator], 3.8%, -2.6%, -23.5
(52) CC(=O)c1ccc(N2CCN(C(=O)CCS(=O)(=O)c3ccc4c(c3)oc(=O)n4C)CC2)cc1
    nt, 0.0%, nt, nt, 18.3%, 27.8
(53) CCOC(=O)N1CCN(S(=O)(=O)c2ccc(C(=O)Nc3sc4c(c3C#N)CC(C)(C)NC4(C)C)cc2)CC1
    130.8%[activator], -16.9%, -5.8%, nt, -5.4%, -15.7
(54) CCOC(=O)c1ccc(NC(=O)Cn2c3ncccc3c(=O)n2-c2ccc(C)c(C)c2)cc1
    nt, 3.8%, nt, nt, -3.4%, -20.4
(55) CCOC(=O)Cn1c(=O)n(CC2CCCO2)c2nc(-c3ccccc3OC)nc(C(N)=O)c21 (stereo not drawn)
    nt, -4.5%, nt, nt, 1.1%, 47.3
(56) CCN1CCN(C(=O)CSCc2nc(-c3ccc(OC)c(OC)c3)oc2C)CC1
    53.0%, -29.1%, 10.4%, -1.3%, -1.1%, 14.8
(57) CN1C(=O)c2ccc(C(=O)NC3CCCCC3)cc2C1=O
    -14.1%, 2.0%, 0.0%, 11.2%, 0.5%, 32.4
(58) Cc1sc(NC(=O)CSc2nnc(-c3ccccc3)o2)c(C#N)c1C
    -15.8%, -32.0%, 2.6%, 7.3%, -9.5%, -9.4
(59) Cc1cc(C)n(C(=O)CNC(=O)C2COc3ccccc3O2)n1 (stereo not drawn)
    -6.9%, 4.9%, -2.2%, 4.8%, 3.8%, -3.6

Source: PubChem BioAssay
